# Mtb FBA inh – inhibitors of M. tuberculosis fructose-bisphosphate aldolase; P9WQA3; inhibition, % at 1 µM; purified M. tuberculosis FBA, fluorescence read-out; hit rate 2.3% among 360,000; AID 588726; in the data active = inhibition above about 27%;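 also: 0% = vehicle and 100% = reference inhibitor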
# Target sequence (P9WQA3 whole entry, looked up): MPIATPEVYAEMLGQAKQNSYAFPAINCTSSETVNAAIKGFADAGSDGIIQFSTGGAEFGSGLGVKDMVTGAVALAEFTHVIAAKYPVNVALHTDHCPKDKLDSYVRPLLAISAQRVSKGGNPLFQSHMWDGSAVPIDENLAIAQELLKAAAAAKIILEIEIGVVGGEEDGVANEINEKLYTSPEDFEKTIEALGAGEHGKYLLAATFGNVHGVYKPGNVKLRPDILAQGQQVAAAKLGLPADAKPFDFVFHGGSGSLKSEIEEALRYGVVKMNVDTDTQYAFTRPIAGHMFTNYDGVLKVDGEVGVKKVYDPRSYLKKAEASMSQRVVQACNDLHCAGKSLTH
# VHR inh abs – blocks human VHR1 dual specificity phosphatase. inhibition, % at 13.3 µM. AID 1654. hit rate 0.52% among 290,000. recombinant VHR phosphatase, pNPP absorbance. P51452; in the data active = inhibition above about 50%; also: some compounds called inactive have numbers as strong as hits
# Target sequence (P51452 whole entry, looked up): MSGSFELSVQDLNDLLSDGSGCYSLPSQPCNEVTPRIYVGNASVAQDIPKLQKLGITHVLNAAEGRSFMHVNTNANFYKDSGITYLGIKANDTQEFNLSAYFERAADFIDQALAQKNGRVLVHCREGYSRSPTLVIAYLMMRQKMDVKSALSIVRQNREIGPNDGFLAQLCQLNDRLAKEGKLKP
# MazEF act – activators of E. coli MazEF toxin-antitoxin RNase. FAM/BHQ RNA-DNA oligo cleavage fluorescence, 5 h. activation, % at 20 µM. hit rate 0.32% among 350,000. P0AE70; in the data active = activation above about 50%
# Target sequence (P0AE70 whole entry, looked up): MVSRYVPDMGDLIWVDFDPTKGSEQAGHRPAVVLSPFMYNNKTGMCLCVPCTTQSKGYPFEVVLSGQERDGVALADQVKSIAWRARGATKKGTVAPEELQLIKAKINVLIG
# BoNT-F LC inh – inhibitors of Botulinum neurotoxin F light chain protease; Multiplex microsphere protease cleavage assay, flow cytometry; inhibition, % at 10 µM; hit rate 0.22% among 360,000; AID 588497; in the data active = inhibition above about 35%, passing the limit was not always enough; inconclusive = no clear call, values can overlap the other calls; also: plate controls were buffer without enzyme for full effect and enzyme alone for no effect
# BioA inh – inhibitors of Mycobacterium tuberculosis BioA enzyme; AID 602481; hit rate 0.096% among 360,000; inhibition, % at 9.99 µM; purified M. tuberculosis BioA enzyme, plate reader; in the data active = inhibition above about 40%; inconclusive = no clear call, values can overlap the other calls
# Rv3671c inh – inhibitors of M. tuberculosis serine protease Rv3671c; inhibition, % at 5.96 µM; P9WHR9; hit rate 0.048% among 320,000; in the data active = inhibition above about 38%;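 also: extracellular domain of Rv3671c used as enzyme; 0% = enzyme with DMSO and 100% = no enzyme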
# Target sequence (P9WHR9 whole entry, looked up, the tested form may be a part): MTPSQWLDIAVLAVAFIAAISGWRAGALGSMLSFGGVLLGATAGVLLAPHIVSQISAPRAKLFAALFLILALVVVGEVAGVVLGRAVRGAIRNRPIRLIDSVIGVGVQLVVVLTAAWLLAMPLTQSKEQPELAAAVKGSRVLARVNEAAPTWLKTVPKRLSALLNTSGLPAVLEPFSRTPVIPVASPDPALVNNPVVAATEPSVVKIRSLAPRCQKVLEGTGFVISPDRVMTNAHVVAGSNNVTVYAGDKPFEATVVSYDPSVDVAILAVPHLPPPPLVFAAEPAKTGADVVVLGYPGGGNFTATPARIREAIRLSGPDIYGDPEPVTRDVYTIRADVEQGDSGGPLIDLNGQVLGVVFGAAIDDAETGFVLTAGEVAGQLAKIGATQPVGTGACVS
# CCHF vOTU inh – blocks the CCHF virus ovarian tumor domain protease. CCHFV vOTU protease, Pep-AMC fluorescence. inhibition, % at 11.5 µM. hit rate 0.55% among 370,000. AID 651958; also: 0% = vehicle wells with enzyme and 100% = no enzyme wells
# FadD28 binding – M. tuberculosis FadD28 bisubstrate binding inhibition; FadD28 bisubstrate probe binding, fluorescence polarization; inhibition, % at 12.5 µM; hit rate 0.22% among 360,000; AID 588549; in the data active = inhibition above about 8.5%, passing the limit was not always enough; inconclusive = no clear call, values can overlap the other calls
# UGM FP inh – Mtb UDP-galactopyranose mutase inhibition; P9WIQ1; purified UGM, fluorescence polarization probe displacement; inhibition, % at 10 µM; hit rate 0.06% among 320,000; in the data active = inhibition above about 10%, passing the limit was not always enough; inconclusive = no clear call, values can overlap the other calls
# GDH-TPI inh – counter-screen for M. tuberculosis FBA inhibitors: GDH-TPI coupled enzymes; GDH-TPI coupled enzyme counterscreen, NADH absorbance; inhibition, % at 4.8 µM; hit rate 1.2% among 360,000;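 also: 0% = DMSO wells and 100% = wells lacking the enzyme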
# Numbers without * were called inactive; u = inconclusive; x = no result given; & = joins results of further samples. Rule as the data show it, unless noted: active = inhibition above about 30%; inactive = the rest.
SMILES,Mtb FBA inh,VHR inh abs,MazEF act,BoNT-F LC inh,BioA inh,Rv3671c inh,CCHF vOTU inh,FadD28 binding,UGM FP inh,GDH-TPI inh
CN(C(=O)COC(=O)c1ccc(Br)c(S(=O)(=O)N2CCOCC2)c1)C1CCCCC1,-3,x,5,-17,0.9,4,0,-4.7,-0.2,-12
C[n+]1cn(CC(O)COCc2ccccc2)c2ccccc21 (stereo not drawn),-1,33,1,-2,1.3,4,-11,-2.2,0.2,3
COc1cccc2c(O)c(-c3ccccc3)c(=O)[nH]c12,2,x,10,x,-0.9,-4,-5,-1.0,0.1,-5
COC(=O)CCC(=O)OC1(C)C(=O)C=C2C=C(c3ccsc3)OC=C2C1=O (stereo not drawn),4,x,0,-7,0.6,-6,x,5.2,1.2,12
O=C(O)c1cccc(NC(=S)NC(NC(=O)c2ccco2)C(Cl)(Cl)Cl)c1 (stereo not drawn),2,10,3,2,x,13,15,-5.5,-1.5,2
O=C(NCc1cccs1)C1CC(c2ccccc2O)=NO1 (stereo not drawn),-4,29,19,-2,13,-7,-10,-3.0,-0.2,-2
N#Cc1ccc(COC(=O)c2cccnc2Cl)cc1,0,59*,6,2,-1.1,-5,-2,x,3.7,7
Cn1c(SCC(=O)N/N=C/c2ccncc2)nc2ccccc21,-2,-6,8,x,x,6,-7,-1.1,0.2,1
O=C(CCC(=O)Nc1ccc(Br)cc1)N/N=C/c1ccccc1F,9,31,-6,1,-5.9,-14,1,1.1,2.5,2
N#Cc1c(N)nc(SCC(=O)NCCc2ccccc2)c(C#N)c1-c1cccs1,12,-4,11,-6,-1.0,-5,13,-0.2,2.2,10
CCCCN(CCCC)C(=O)CSc1nnc(-c2cc(OC)c(OC)c(OC)c2)o1,0,6,-13,-6,0.2,4,0,-2.9,0.5,-1
O=C(CNC(=O)c1ccc(Cl)cc1)NCc1ccccn1,-1,x,4,-3,-1.6,-9,15,0.4,x,7
Cc1ccc(N2C(=O)Nc3ccccc3C2(O)C(=O)N2CCN(c3ccccn3)CC2)cc1C (stereo not drawn),3,20,3,-2,-5.5,8,9,0.6,-0.8,-3
CSCCC(NC(=O)COc1ccccc1)C(=O)N(C)Cc1cccc(F)c1 (stereo not drawn),0,x,4,-1,0.1,0,-1,-5.0,-1.3,6
COCCNC(=O)Cn1nc(-c2ccccc2)c2ccccc2c1=O,-2,11,-1,-2,-3.1,4,1,0.0,-2.8,-1
CSc1nc(C)cc(SCC(=O)Nc2ccccc2)n1,1,6,-9,-3,x,3,-8,-1.9,0.5,-1
CCOC(=O)C1C(=O)C=C(/C=C/c2ccc(N(C)C)cc2)CC1c1ccccc1 (stereo not drawn),-2,9,106*,3,x,-26,-5,-2.5,-0.9,0
CCCCn1c(SCC(=O)Nc2cc(C)on2)nc2c1c(=O)n(C)c(=O)n2C,-3,36,-3,-3,x,-1,-11,-3.3,-2.3,-14
CC1CCCC(C)N1C(=O)CSc1nnc(CSc2ncccn2)n1C (stereo not drawn),5,15,-4,2,0.8,-1,5,1.1,0.7,1
CCOC(=O)C1CCN(C(=O)C(CC)c2ccccc2)CC1 (stereo not drawn),-11,6,-2,3,x,2,7,-3.3,0.9,-8
O=[N+]([O-])c1ccc(COc2ccc(CN3CCCC3)cc2)cc1,4,x,-12,-1,-2.5,x,-1,0.4,x,15
COc1cccc(Cn2c(NCC(C)C)nc3c2c(=O)n(C)c(=O)n3C)c1,1,-9,-9,4,-1.0,5,2,-0.6,0.9,1
O=C(Nc1ccccc1N1CCN(C(=O)c2ccc(Cl)cc2)CC1)c1cc(Br)ccc1Cl,-6,-4,-5,-17,5.2,-8,8,-2.3,1.4,21
CCOC(=O)CCCCCC(=O)Nc1ccc2c(c1)C(=O)N([C@@H](C)CO)C[C@@H](C)[C@H](CN(C)C(=O)c1ccncc1)OCCCC[C@H](C)O2,-3,x,0,-2,-2.0,x,-3,-1.4,x,3
CSc1nc(-c2ccc(Cl)cc2)c(C#N)c(=O)n1C,-1,14,8,0,-0.3,0,-1,-3.4,1.4,14
CCOc1ccc(C(=O)NCc2ccncc2)cc1,1,10,-7,-29,-0.6,0,4,-2.1,2.3,9
O=[N+]([O-])c1cc(Br)c(OCc2nnc(-c3ccccc3)o2)c(Br)c1,1,17,16,-2,0.1,-11,-2,-3.4,1.5,-1
Cn1c(-c2ccccc2)cnc1NCc1ccc(F)cc1,0,1,11,u,5.6,x,7,-1.4,x,1
CC(=O)c1cc(C(=O)NC2CCCc3c2cnn3-c2cc(C)cc(C)c2)[nH]n1 (stereo not drawn),1,4,4,0,28,-12,-3,-1.3,0.6,7
COCCN=c1scc(-c2cc(OC)c(OC)c(OC)c2)n1/N=C/c1c(C)[nH]c2ccccc12,-3,3,-6,-82,-0.8,4,5,-2.7,0.2,21
Cc1ccc2c(c1)sc1nncn12,-1,x,1,3,0.1,x,-5,0.3,x,-1
CC(=O)Nc1ccccc1-c1ccccc1[N+](=O)[O-],2,x,-2,-2,-0.1,x,-15,x,x,13
CC(C)(C)OC(=O)N1CCC(C(=O)Nc2ccc(C(=O)N3CCCCC3)cc2)CC1,0,x,4,-7,0.0,x,18,-2.2,x,7
N#Cc1c(-c2ccc(Cl)cc2)c2c([nH]c1=S)CCCC2,-1,29,1,2,5.2,8,-7,-0.9,0.3,1
O=C(CCNC(=O)C1CCN(S(=O)(=O)c2ccccc2)CC1)Nc1ccccc1,0,39,-7,4,-1.8,2,13,0.5,4.1,1
CCC(C)N(C(=O)c1csnn1)C(C(=O)NC1CCCC1)c1ccccc1F (stereo not drawn),0,131,8,-6,-2.4,-5,3,2.5,-0.9,-2
CCOc1ccc(Cn2nnc(C(=O)NCCc3ccc(Cl)cc3)c2N)cc1,0,-37,-2,0,0.3,9,6,-4.3,1.4,2
CCOC(=O)c1cc(NC(=O)CCC(=O)O)ccc1N1CCCCC1,2,-15,5,u,3.6,6,11,-1.4,-1.6,-3
O=C(COC(=O)c1cc2ccccc2oc1=O)Nc1ccc(F)cc1F,6,-13,3,-4,-1.4,3,-14,-0.6,4.7,9
Cc1ccc(-c2nn(-c3ccc(F)cc3)cc2C(=O)NCC(c2cccs2)N2CCOCC2)cc1 (stereo not drawn),-1,x,-6,4,x,1,7,-0.6,-0.5,3
Cc1ccc(NCC(=O)N/N=C/c2ccc(-c3cccc(C(F)(F)F)c3)o2)cc1,2,30,10,-6,x,7,16,-1.3,0.7,14
CCCC(=O)c1ccc(N2CCN(C(=O)OCC)CC2)c(F)c1,0,5,3,-5,0.2,-2,8,-0.5,0.4,16
CCOc1ccc(NC(=O)c2cccc(-n3cccc3)c2)cc1S(=O)(=O)N1CCOCC1,-1,x,x,24,-1.6,-10,8,-1.9,0.2,0
COc1cc(-c2nc(CCNC(=O)c3ccco3)cs2)cc(OC)c1OC,37*,8,7,-3,2.3,0,-9,-4.1,-0.7,-1
Cc1cc(S(=O)(=O)N2CCOCC2)ccc1OCC(=O)NCCN1CCOCC1,1,20,4,9,-0.3,-7,3,-3.8,1.3,-8
Cc1ccc(C(NC(=O)c2ccccc2)C(Cl)Cl)cc1 (stereo not drawn),2,11,1,0,0.3,-5,1,-1.5,-2.1,2
CCN1CCN(Cc2nc3c(c(=O)[nH]c(=O)n3C)n2Cc2ccccc2Cl)CC1,-2,12,-11,-2,-5.1,-9,-6,-2.7,-2.7,1
COc1ccc(S(=O)(=O)Nc2ccc3c(c2)C(=O)N([C@H](C)CO)C[C@H](C)[C@@H](CN(C)C(=O)NC(C)C)O3)cc1,-2,x,1,-6,-1.6&7.3,-12,-10,2.3,-4.1,-4
CSC1=C(C#N)C(c2ccccc2Cl)C(C(=O)c2cccs2)C(O)(C(F)(F)F)N1 (stereo not drawn),1,-16,0,-27,x,-8,-16,-0.5,-0.6,10
COc1ccccc1C(=O)Nc1ccc2[nH]ncc2c1,1,21,5,u,0.1,x,-4,-0.4,-0.2,14
CC1=CC(C)(C)N(C(=O)CSc2nnc(N)s2)c2c(C)cc(C)cc21,0,15,4,1,-0.1,x,12,-3.7,x,3
Cc1cc(C)c[n+](C[n+]2cc(C)cc(C)c2)c1,-2,33,-4,-1,x,3,-14,-0.7,-1.6,-4
Cn1c(=O)c2c(nc(CN3CCc4ccccc4C3)n2Cc2ccc(F)cc2)n(C)c1=O,5,x,9,1,-1.1,-4,-2,-1.4,1.9,-2
CCOC(=O)N1CCN(C(=O)c2cc(OC)c(OC)c(OC)c2)CC1,-1,-16,7,-25,-0.7,-1,4,-5.0,1.9,-9
CC1(CN2CCCC2)CCC(NC(=O)C(c2ccccc2)c2ccccc2)C(C)(C)O1 (stereo not drawn),-1,x,-3,-11,x,x,2,-3.2,x,-1
Cn1nc(C(F)(F)F)c(-c2ccccc2)c1NC(=O)c1cccnc1,-1,10,-1,u,x,-8,2,-5.1,-0.3,14
O=c1c2nnn(-c3ccc(Cl)cc3)c2ncn1Cc1ccccn1,1,12,9,-6,x,-2,15,-1.6,-0.5,3
Cc1ccccc1OCCOCCN1CCCCCC1,1,16,-1,-1,x,-2,1,0.3,3.5,10
COc1ccc(/C(=N\O)c2ncc(C(F)(F)F)cc2Cl)cc1,3,12,-2,-3,1.3,6,-8,1.4,-1.8,-2
C[C@@H]1O[C@@H](OC[C@@H]2O[C@H](Oc3c(-c4ccc(O)cc4)oc4cc(O)cc(O)c4c3=O)[C@@H](O)[C@H](O)[C@H]2O)[C@H](O)[C@H](O)[C@H]1O,-1,x,16,-5,0.5,3,14,-3.2,0.6,11

# Next structures follow:
SMILES,Mtb FBA inh,VHR inh abs,MazEF act,BoNT-F LC inh,BioA inh,Rv3671c inh,CCHF vOTU inh,FadD28 binding,UGM FP inh,GDH-TPI inh
Cc1cccc(Nc2nc(N3CCCC3)nc(N3CCCC3)n2)c1,1,-27,3,0,x,-1,-2,0.8,1.0,0
CNS(=O)(=O)c1cc(NC(=O)CCNC(=O)c2ccco2)ccc1C,2,30,6,2,-5.3,-13,-11,-0.2,-0.3,-8
CCc1ccc(OCC(=O)NNC(=O)c2ccc(NC(=O)C3CC3)cc2)cc1,1,-2,-13,3,-1.3,-15,x,-1.0,-3.1,2
Cc1ccc(C(=O)O)cc1NC(=S)NCCc1ccccc1,0,-3,1,9,-1.4,-7,12,-3.8,-0.4,6
Cn1c(=O)c2c(nc(NN=C3CCCC3)n2C)n(C)c1=O,1,33,2,1,x,-1,-12,-1.3,-2.8,-4
CC1CCN(S(=O)(=O)c2cc(C(=O)N3CCN(c4ncccn4)CC3)ccc2Br)CC1,3,4,2,5,1.9,1,4,0.0,-1.6,-2
COc1ccccc1CC(=O)N1CCN(c2ccc(F)cc2)CC1,1,x,-1,u,x,-2,-6,-0.9,-2.0,3
COc1ccc(C(CCNC(C)c2ccccc2)C(C)C)cc1 (stereo not drawn),2,19,8,x,1.0,-9,-5,-3.2,-3.2,5

# Record cards, as listed above. Screens in order: Mtb FBA inh, VHR inh abs, MazEF act, BoNT-F LC inh, BioA inh, Rv3671c inh, CCHF vOTU inh, FadD28 binding, UGM FP inh, GDH-TPI inh
# Cn1c(=O)c2c(nc(NN=C3CCCC3)n2C)n(C)c1=O is listed with 1, 33, 2, 1, x, -1, -12, -1.3, -2.8, -4
# CC1CCN(S(=O)(=O)c2cc(C(=O)N3CCN(c4ncccn4)CC3)ccc2Br)CC1 is listed with 3, 4, 2, 5, 1.9, 1, 4, 0.0, -1.6, -2
# CCc1ccc(OCC(=O)NNC(=O)c2ccc(NC(=O)C3CC3)cc2)cc1 is listed with 1, -2, -13, 3, -1.3, -15, x, -1.0, -3.1, 2
# COc1ccc(C(CCNC(C)c2ccccc2)C(C)C)cc1 (stereo not drawn) is listed with 2, 19, 8, x, 1.0, -9, -5, -3.2, -3.2, 5

# Source: PubChem BioAssay
